AGP1 TOR yeast = modulators of TOR pathway AGP1-GFP in S. cerevisiae; S. cerevisiae AGP1-GFP multiplex flow cytometry, 3 h; GFP as percent of DMSO wells; GFP response vs DMSO, % at 10 µM; 320,000 compounds, 0.02% hits; AID 2066;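 active means GFP response relative to DMSO above a set limit, near screen average plus 3 SD, cut at about 150% in these data; inconclusive means fewer than 70 cells counted for the yeast strain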;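 further: median GFP channel fluorescence of the gated AGP1 strain per well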
procasp3 activ = activates human procaspase-3 | recombinant procaspase-3 D3A, Ac-DEVD-pNA absorbance 405 nm | activation, % at 8.5 µM | 330,000 compounds, 0.11% hits;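 active means activation above the mean of all tested compounds plus 3 SD, cut at about 21% in these data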;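 further: 0% = DMSO alone and 100% = DMSO wells spiked with extra 5 µM PC-3 D3A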
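System: Procaspase-3 D3A mutant. Medium: Zinc-free 300 mM NaCl, 50 mM HEPES, 0.01% Triton X-100. Schedule: 1 h preincubation plus 2 h reaction at 25 °C. Measured by: 405 nm absorbance of p-nitroaniline, reads at 0 and 120 min. Read-out: percent activation relative to control range.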
AHR activator = activators of human aryl hydrocarbon receptor; AID 2796; 320,000 compounds, 2.5% hits; P35869; activation, % at 5 µM; AHR-responsive luciferase reporter cells, luminescence; in the data active means activation above about 47%;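 further: 0% = vehicle wells and 100% = reference agonist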
Target sequence (P35869 whole entry, looked up): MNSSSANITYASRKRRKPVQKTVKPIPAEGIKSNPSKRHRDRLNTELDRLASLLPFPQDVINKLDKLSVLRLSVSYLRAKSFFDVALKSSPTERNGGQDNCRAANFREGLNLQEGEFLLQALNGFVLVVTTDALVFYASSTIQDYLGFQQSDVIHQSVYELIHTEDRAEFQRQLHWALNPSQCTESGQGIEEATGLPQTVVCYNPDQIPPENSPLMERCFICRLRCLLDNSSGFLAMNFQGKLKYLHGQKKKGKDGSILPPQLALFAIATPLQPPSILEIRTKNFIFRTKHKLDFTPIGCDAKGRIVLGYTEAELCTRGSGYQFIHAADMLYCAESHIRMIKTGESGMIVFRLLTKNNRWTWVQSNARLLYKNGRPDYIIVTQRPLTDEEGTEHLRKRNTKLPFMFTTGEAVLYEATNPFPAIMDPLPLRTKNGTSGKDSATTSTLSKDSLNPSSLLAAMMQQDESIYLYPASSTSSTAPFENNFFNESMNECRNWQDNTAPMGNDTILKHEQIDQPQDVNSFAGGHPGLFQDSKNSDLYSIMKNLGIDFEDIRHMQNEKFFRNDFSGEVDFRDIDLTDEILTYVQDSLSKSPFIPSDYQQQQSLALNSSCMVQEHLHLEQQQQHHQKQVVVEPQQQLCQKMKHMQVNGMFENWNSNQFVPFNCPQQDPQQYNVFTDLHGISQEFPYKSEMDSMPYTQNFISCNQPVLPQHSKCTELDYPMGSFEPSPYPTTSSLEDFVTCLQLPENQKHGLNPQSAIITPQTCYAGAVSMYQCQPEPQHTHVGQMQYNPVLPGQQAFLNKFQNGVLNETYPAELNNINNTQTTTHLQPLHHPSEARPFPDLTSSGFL
CIT2-GFP yeast = yeast TOR pathway CIT2-GFP modulation; 320,000 compounds, 0.065% hits; S. cerevisiae CIT2-GFP strain, flow cytometry, 3 h; 100 means same as DMSO wells; GFP response vs DMSO, % at 10 µM;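 active means GFP response relative to DMSO above a set limit, near the screen mean plus 3 SD, cut at about 150% in these data; inconclusive means Fewer than 70 cells measured for a yeast strain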;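 further: ratio of well median GFP fluorescence to mean of DMSO wells on the plate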
LAP4 TOR yeast = alters LAP4-GFP fluorescence in TOR pathway yeast screen; S. cerevisiae LAP4-GFP multiplex, flow cytometry GFP, 3 h; median GFP as percent of DMSO wells; GFP response vs DMSO, % at 10 µM; 320,000 compounds, 0.34% hits;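 active means GFP response vs DMSO above a set limit, about the screen mean plus 3 SD, cut at about 150% in these data; inconclusive means under 70 cell events counted for the yeast strain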
RPL19A-GFP yeast = yeast TOR pathway RPL19A-GFP modulation; AID 2025; S. cerevisiae RPL19A-GFP strain, flow cytometry, 3 h; active compounds read low; 330,000 compounds, 0.3% hits; percent response vs DMSO, % at 10 µM;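 active means percent response vs DMSO below 50%; inconclusive means fewer than 70 events counted for the yeast strain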;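 further: median channel GFP fluorescence of the barcoded RPL19A-GFP strain; ratio of sample median GFP to plate DMSO average so 100% = DMSO; lower means less RPL19A-GFP as with rapamycin TOR inhibition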
MEP2-GFP yeast = alters MEP2-GFP fluorescence in TOR pathway yeast screen. GFP response vs DMSO, % at 10 µM. 330,000 compounds, 0.51% hits. S. cerevisiae MEP2-GFP strain, flow cytometry GFP, 3 h; 100% = DMSO control level;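 active means GFP response versus DMSO above a set limit, roughly screen mean plus 3 SD, cut at about 180% in these data; inconclusive means fewer than 70 cells counted for a yeast strain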;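 further: median GFP fluorescence of the barcode-gated MEP2-GFP cells per well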
proCasp7 act = counter-screen for procaspase-3 activators: activators of human procaspase-7. P55210. recombinant procaspase-7, Ac-DEVD-pNA absorbance 405 nm; D23A/D198A/D206A triple mutant, cannot self-cleave; scale: DMSO 0, 5 µM enzyme 100. activation, % at 8.5 µM. 330,000 compounds, 0.093% hits. AID 463210;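 active means percent activation above the screen-wide mean plus 3 SD, cut at about 25% in these data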
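System: Uncleavable procaspase-7 mutant enzyme; Amount: 2 µM procaspase-7 mutant as dispensed; Schedule: 1 h compound preincubation, 2 h substrate cleavage, 25 °C; Measured by: 405 nm absorbance of p-nitroaniline; Evaluation: percent activation from buffer-corrected 0–120 min absorbance change; Control set: low DMSO alone, high DMSO plus 5 µM PC-7.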
* marks the source's active call; other numbers are inactive results; ? = inconclusive; nt = no result given; [ ] = another dose, or the depositor's remark.

No.	mol	AGP1 TOR yeast	procasp3 activ	AHR activator	CIT2-GFP yeast	LAP4 TOR yeast	RPL19A-GFP yeast	MEP2-GFP yeast	proCasp7 act
1	O=C(c1ccc(-c2ccccc2Cl)o1)N1CCCC(C(F)(F)F)C1 (stereo unspecified)	97	-2	0	88	96	95	99	-9
2	Cc1csc(=NC(=O)c2ccccc2)n1CCO	103	-3	4	107	96	102	103	-2
3	CCN(CC)C(=O)CSc1nnc(COc2ccc(OC)cc2)n1N	93	-1	1	94	96	95	94	3
4	COC(=O)CCC(=O)Nc1ccc(C)cc1OC(=O)CCC(=O)OC	99	1	22	97	107	96	100	-3
5	Cc1cc(C)nc(N/N=C/c2c(CO)cnc(C)c2O)n1	93	-2	13	93	92	92	93	-5
6	CC(=O)Nc1ccc(N(C(=O)CNC(=O)c2ccco2)C(C(=O)NCc2ccco2)c2ccccc2)cc1 (stereo unspecified)	94	2	3	94	101	90	105	2
7	O=C(Nc1ccc(OC(F)(F)F)cc1)C1CC(=O)N(Cc2ccco2)C1 (stereo unspecified)	100	-4	1	104	93	99	97	-5
8	COc1ccccc1-c1ccc(SCc2ccc(C)cc2)nn1	112	-2	-6	91	137	94	111	1

Next structures.
No.	mol	AGP1 TOR yeast	procasp3 activ	AHR activator	CIT2-GFP yeast	LAP4 TOR yeast	RPL19A-GFP yeast	MEP2-GFP yeast	proCasp7 act
9	CC(C)OCCCNC(=S)N1CCC(C(=O)c2ccc3c(c2)OCCO3)CC1	101	4	2	95	99	98	90	-2
10	CC(=O)Nc1ccc(S(=O)(=O)NCc2cn3c(C)csc3n2)cc1	107	4	-1	117	101	105	110	-5
11	Cc1cc(C)nc(NS(=O)(=O)c2ccc(NC(=O)Cc3ccccc3F)cc2)n1	104	8	-1	102	103	111	104	4
12	Cc1[nH]c2ccccc2c1C(=O)CSc1ccccn1	103	-1	53*	91	97	115	106	2
13	NS(=O)(=O)c1ccc(N/C=C/C(=O)c2ccc(Br)cc2)cc1	14[may fluoresce violet]	-31	4	?	95[may fluoresce violet]	78[may fluoresce violet]	169[may fluoresce violet]	-40
14	CCC(=O)NC(=S)Nc1ccc(NC(=O)c2ccco2)c(OC)c1	?	9	4	?	?	?	?	9
15	O=C(CNC(=S)N(CCCN1CCOCC1)Cc1cccs1)N1CCCC1	96	-3	4	93	95	90	97	-2
16	CCC(C)NS(=O)(=O)c1ccc(OCC(=O)N2CCCC2)cc1 (stereo unspecified)	85	6	-1	82	79	115	93	-8

Along the list, as entered above.
proCasp7 act, nos. 9–15, in order: -2, -5, 4, 2, -40, 9, -2
CIT2-GFP yeast, nos. 9–15, in order: 95, 117, 102, 91, ?, ?, 93
procasp3 activ, nos. 9–15, in order: 4, 4, 8, -1, -31, 9, -3

(next part)
No.	mol	AGP1 TOR yeast	procasp3 activ	AHR activator	CIT2-GFP yeast	LAP4 TOR yeast	RPL19A-GFP yeast	MEP2-GFP yeast	proCasp7 act
17	CNc1oc(-c2ccco2)nc1C#N	98	0	-2	98	100	98	100	14
18	O=C(COC(=O)c1ccc(Br)cc1)Nc1ccccc1Br	102	-1	-1	96	100	96	100	-15
19	Cc1ccc(C)c(OCC(=O)NNC(=O)C2CCC2)c1	100	3	0	100	98	99	104	-8
20	CCCc1cc(=O)[nH]c(SCC(=O)N2N=C(c3ccc(Cl)cc3)CC2c2ccco2)n1 (stereo unspecified)	90	-30	-2	96	92	102	101	-20
21	Cc1cc(C)n2c(SCc3c(C)noc3C)nnc2n1	nt	1	14	97	109	105	101	8
22	CCNC(=O)/C(C#N)=C/c1c(N2CCN(Cc3ccc4c(c3)OCO4)CC2)nc2c(C)cccn2c1=O	99	-6	1	92	99	100	97	0
23	COc1ccc(NC(=S)N(C(C)C)C2CCN(C(C)C)CC2)cc1Cl	94	-6	-5	97	93	99	109	-13
24	CC(C)[C@H](NC(=O)OC(C)(C)C)c1nnc(S(=O)(=O)Cc2c(F)cccc2Cl)o1	80	-23	8	87	112	92	97	-20

Continued:
No.	mol	AGP1 TOR yeast	procasp3 activ	AHR activator	CIT2-GFP yeast	LAP4 TOR yeast	RPL19A-GFP yeast	MEP2-GFP yeast	proCasp7 act
25	Cc1ccc(N(C(=O)C(F)(F)F)C(C(=O)NC2CCCCC2)c2cccs2)cc1 (stereo unspecified)	104	10	-1	104	103	100	103	5
26	C=C(C)n1c(=O)[nH]c2ccccc21	91	-2	1	91	90	91	82	4
27	COC(=O)c1nc[nH]c1C(=O)OC	108	4	-2	102	126	98	94	-3
28	CCOC(=O)c1cccc(-c2ccc(C=O)o2)c1	98	-2	4	97	106	105	103	-7
29	CC1Oc2ccccc2N(CC(=O)c2ccccc2)C1=O (stereo unspecified)	105	7	24	99	101	103	101	2
30	Cc1ccc(C)c(NCC(=O)c2ccc(Cl)cc2)c1	106	-5	7	112	87	108	110	10
31	CCOc1ccccc1C(=O)N1CCN=C1SC	108	2	2	nt	100	102	107	-1
32	Cc1ccc(C(=O)C(OC(=O)c2cnccn2)c2ccccc2)cc1 (stereo unspecified)	94	4	3	95	93	102	98	0

Next section:
No.	mol	AGP1 TOR yeast	procasp3 activ	AHR activator	CIT2-GFP yeast	LAP4 TOR yeast	RPL19A-GFP yeast	MEP2-GFP yeast	proCasp7 act
33	COc1ccc(CCNC(=O)c2ccc(CNc3nc(=S)[nH]c4ccccc34)cc2)cc1OC	104	2	7	95	101	96	91	1
34	O=C(CN1C(=O)NC2(CCCC2)C1=O)N1CCN(S(=O)(=O)c2ccc(Cl)cc2)CC1	?	0	1	96[may fluoresce red]	?	?	?	7
35	CC1(C(=O)OCC(=O)Nc2nnc(-c3ccccc3)o2)CC1(Cl)Cl (stereo unspecified)	106	2	2	103	112	97	98	15
36	COC(=O)C1=C(C)n2nnnc2NC1c1ccc(Cl)cc1 (stereo unspecified)	95	6	4	97	91	91	88	5
37	O=C1C=C(c2ccc(Cl)nc2)C[C@@H](c2ccc3c(c2)OCO3)C1	94	8	42	96	99	98	101	8
38	COC(=O)c1c(C(=O)OC)n(CCCN)c2ccc(C)cc12	92	1	-1	89	96	96	100	-1
39	N#CC(C(=O)Nc1ccc(Cl)c(Cl)c1)=C1Nc2ccccc2N1	94	4	7	117	97	100	103	0
40	Cn1nnnc1SCC(=O)NCc1ccc2c(c1)OCO2	104	0	1	101	104	102	97	5

Additional structures.
No.	mol	AGP1 TOR yeast	procasp3 activ	AHR activator	CIT2-GFP yeast	LAP4 TOR yeast	RPL19A-GFP yeast	MEP2-GFP yeast	proCasp7 act
41	C=CCOc1cccc(C2C(C(=O)c3ccc(C)o3)=C(O)C(=O)N2c2nnc(C)s2)c1 (stereo unspecified)	91	-16	6	78	99	90	93	-24
42	Cc1ccccc1/C=C1\Oc2ccccc2C1=O	95	4	99*	101	94	96	99	11
43	O=C(CCCCCn1c(=S)[nH]c2ccc(N3CCOCC3)cc2c1=O)NCc1ccccc1Cl	113	0	1	114	106	111	108	8
44	Cc1ccc(NC(=O)NNC(=O)C2CC(c3cccnc3)=NO2)cc1 (stereo unspecified)	109	9	1	101	95	105	95	-13
45	CCCn1c(N)c(C(=O)CN2CCN(S(=O)(=O)c3cccc(Cl)c3)CC2)c(=O)[nH]c1=O	92	-9	0	84	87	91	86	5
46	Cc1ccc2c(c1)COc1c3ccc(C(=O)N[C@@H](CO)C(C)C)cc3nn1-2	83	0	-7	nt	99	98	92	-2
47	COc1ccc(C23CC4CC(CC(C4)C2)C3)cc1C(=O)NCCN(C)C	95	-2	-1	98	95	100	98	9
48	CN(C)c1ccc(CN(C(=O)c2ccccc2Br)C2CCS(=O)(=O)C2)cc1 (stereo unspecified)	101	4	8	105	101	103	111	-3

Additional results follow:
No.	mol	AGP1 TOR yeast	procasp3 activ	AHR activator	CIT2-GFP yeast	LAP4 TOR yeast	RPL19A-GFP yeast	MEP2-GFP yeast	proCasp7 act
49	O=C(O)CCC(=O)N1N=C(c2cccs2)CC1c1ccc(Br)cc1 (stereo unspecified)	97	-9	6	102	100	102	114	-8
50	COc1cccc2cc(C(=O)C3=C(O)C(=O)N(Cc4ccco4)C3c3cccnc3)oc12 (stereo unspecified)	99	-15	12	100	97	99	105	-46
51	C=C(C)Cc1c(C)c(C#N)c2nc3ccccc3n2c1NCCCN(C)C	102	0	2	92	103	93	96	8
52	COC(=O)c1ccc(NC(=O)C(OC)c2ccccc2)cc1 (stereo unspecified)	94	3	1	91	94	97	99	6
53	COc1ccc(-c2nn(CCC(=O)O)cc2/C=C/C(=O)O)cc1[N+](=O)[O-]	107	-2	0	106	98	104	105	3
54	Cc1cccc(NS(=O)(=O)c2ccc(Oc3ccccc3)cc2)n1	105	-9	0	96	105	97	107	2
55	COc1ccc(-c2cc(C)no2)cc1S(=O)(=O)NCCCN1CCN(c2ccccc2)CC1	92	6	1	93	91	99	120	7
56	CCC(C)[C@H](NC(=O)OC(C)(C)C)C(=O)N/N=C/c1ccc2nccnc2c1 (stereo partly specified)	123	4	1	113	117	115	118	5

The results go on:
No.	mol	AGP1 TOR yeast	procasp3 activ	AHR activator	CIT2-GFP yeast	LAP4 TOR yeast	RPL19A-GFP yeast	MEP2-GFP yeast	proCasp7 act
57	CCCCOC(=O)Nc1cccc(C(C)=O)c1	91	9	16	78	85	91	104	11
58	O=S1(=O)C=CC(N2CCOCC2)C1 (stereo unspecified)	98	-5	0	97	92	94	93	7
59	O=C(Oc1ccc(Br)cc1)c1cncc(Br)c1	101	2	1	99	101	99	100	4
60	CCCCN(CC)CCCNC(=O)c1cc2c(-c3ccc(OC)c(OC)c3)nn(C)c2s1	110	4	0	110	108	100	105	8
61	CSCC[C@H](NC(=O)N1CCn2c1nc1ccccc12)C(=O)NCc1ccco1	110	-2	6	110	97	106	108	5
62	CCN1CC2=C(OC(N)=C(C#N)C2c2cccs2)/C(=C/c2cccs2)C1 (stereo unspecified)	105	-1	12	105	101	101	99	-3
63	CCc1c(O)nc(SCC(=O)Nc2ccccc2)n(C(C)CC)c1=O (stereo unspecified)	104	3	4	105	96	105	110	-4
64	O=C(Oc1ccc(OC(=O)c2ccncc2)cc1)c1ccncc1	99	1	0	100	107	96	93	1
65	O=C(NNC(=S)NC1CCCCC1)c1ccccc1Br	103	6	3	97	98	101	107	1

Screens (PubChem BioAssay)
